ATG4B inhibitor: inhibitors of human ATG4B cysteine protease; inhibition, % at 8.33 µM; hit rate 0.51% among 340,000; Q9Y4P1; ATG4B cleavage of LC3-PLA2, NBD-HPC fluorescence, 1 h; in the data active = inhibition above about 40%
Target sequence (Q9Y4P1 whole entry, looked up): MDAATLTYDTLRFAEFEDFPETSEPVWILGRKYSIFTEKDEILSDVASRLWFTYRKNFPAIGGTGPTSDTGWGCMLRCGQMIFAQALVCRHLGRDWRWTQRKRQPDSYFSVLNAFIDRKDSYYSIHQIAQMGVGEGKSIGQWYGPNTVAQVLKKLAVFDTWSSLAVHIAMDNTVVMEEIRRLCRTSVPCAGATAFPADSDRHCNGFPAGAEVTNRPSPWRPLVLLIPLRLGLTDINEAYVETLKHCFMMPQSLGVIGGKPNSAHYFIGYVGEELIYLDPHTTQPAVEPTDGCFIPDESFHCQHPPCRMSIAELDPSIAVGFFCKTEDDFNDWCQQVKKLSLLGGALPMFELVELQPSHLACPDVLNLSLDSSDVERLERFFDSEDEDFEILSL
SENP6 block: blocks the human protease SENP6 | Recombinant SENP6 catalytic domain, aminoluciferin luminescence | inhibition, % at 10 µM | hit rate 1.8% among 330,000;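 active = inhibition above about 50% at the single tested dose, limit read from the data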;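 also: plate controls were DMSO wells with enzyme for no effect and DMSO wells lacking enzyme for full effect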
Target sequence (Q9GZR1 628-1112 limits assumed): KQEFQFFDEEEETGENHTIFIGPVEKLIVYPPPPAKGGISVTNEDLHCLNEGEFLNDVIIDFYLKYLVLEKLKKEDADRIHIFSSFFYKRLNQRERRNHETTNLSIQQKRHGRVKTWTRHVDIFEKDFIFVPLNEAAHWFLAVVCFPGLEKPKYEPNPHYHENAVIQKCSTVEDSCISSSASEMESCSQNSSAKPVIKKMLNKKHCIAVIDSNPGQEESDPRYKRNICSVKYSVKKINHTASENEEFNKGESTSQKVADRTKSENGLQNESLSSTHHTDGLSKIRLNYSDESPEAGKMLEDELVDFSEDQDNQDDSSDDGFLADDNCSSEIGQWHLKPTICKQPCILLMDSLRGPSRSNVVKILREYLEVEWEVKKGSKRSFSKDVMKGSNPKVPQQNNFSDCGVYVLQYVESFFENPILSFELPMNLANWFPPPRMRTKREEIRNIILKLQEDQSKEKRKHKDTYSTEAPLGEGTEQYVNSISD
MPTP inh: permeability transition pore inhibition; inhibition, % at 10 µM; AID 602449; hit rate 1.4% among 360,000; isolated mouse mitochondria, Ca2+ swelling absorbance, 30 min;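 active = inhibition of 50% or more, scaled per plate between neutral and stimulator controls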;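 also: 0% = DMSO wells given calcium and 100% = 1 mM EGTA wells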
HKDC1 inhibitor: inhibitors of human hexokinase HKDC1; Q2TB90; recombinant HKDC1, G6PDH/diaphorase resazurin coupled fluorescence; inhibition, % at 20 µM; hit rate 0.16% among 340,000; AID 493160;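 active = inhibition above about 35% when tested at 20 µM, limit read from the data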;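 also: plate controls were DMSO wells with enzyme for no effect and DMSO wells lacking enzyme for full effect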
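Assay system: in-house recombinant HK5 (HKDC1) enzyme. Input: HKDC1 at 5 µg/mL. Medium: Tris pH 8.0 buffer with MgCl2, Tween-20, BSA, BME. Dosing: single 20 µM dose. Schedule: 90 min reaction incubation at room temperature, dark. Signal: resazurin-to-resorufin fluorescence via G6PDH and diaphorase coupling, 525/613 nm. Controls: DMSO-enzyme wells negative, buffer-substituted wells positive.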
SENP8 block: blocks human SENP8 cleavage of Nedd8 substrate; Q96LD8; recombinant SENP8, Nedd8 substrate fluorescence; inhibition, % at 20 µM; hit rate 0.64% among 360,000; in the data active = inhibition mostly above about 40%, no sharp cut-off; inactive = mostly below about 27%
Target sequence (Q96LD8 whole entry, looked up): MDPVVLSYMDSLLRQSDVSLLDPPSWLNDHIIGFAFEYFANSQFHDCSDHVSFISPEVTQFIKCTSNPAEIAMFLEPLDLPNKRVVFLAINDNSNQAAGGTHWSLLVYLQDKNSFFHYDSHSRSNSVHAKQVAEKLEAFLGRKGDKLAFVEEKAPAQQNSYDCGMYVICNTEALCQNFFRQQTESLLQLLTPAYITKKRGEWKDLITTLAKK
NR3A LBD binder: modulates the human NR3A ligand-binding domain; Tm shift relative to glycine control, % at 25 µM; AID 1259313; hit rate 2.5% among 340,000; NR3A LBD differential scanning fluorimetry, Tm shift; 0% = protein alone, 100% = glycine-bound protein;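 active = melting temperature shift of at least 10% of the positive control shift, at one fixed dose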
PfGluPho inh: PfG6PD (Plasmodium falciparum) enzyme inhibition; PfGluPho enzyme, NADPH resazurin-diaphorase fluorescence; inhibition, % at 20 µM; hit rate 0.78% among 350,000; AID 504690;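 active = inhibition reaching at least a set limit at 20 µM in the primary screen, cut at about 59% in these data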;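 also: 0% = DMSO wells with substrate and 100% = DMSO wells lacking glucose-6-phosphate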
SENP7 inh: SENP7 protease inhibition; hit rate 1.5% among 330,000; AID 434973; recombinant SENP7, Z-RLRGG-aminoluciferin luminescence, 40 min; inhibition, % at 5 µM;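 active = inhibition above about 50% at the single test dose, limit read from the data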;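 also: plate controls were DMSO with enzyme for no effect and no enzyme buffer wells for full effect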
Active calls of the source: *.

For COc1cc(SC#N)ccc1N=Cc1c(C)[nH]n(-c2cccc3ccccc23)c1=O the results were ATG4B inhibitor -23, SENP6 block 3, HKDC1 inhibitor -21, NR3A LBD binder 0, PfGluPho inh 41 and SENP7 inh -6.
Cc1ccc(N(CC(=O)NCc2ccncc2)S(C)(=O)=O)cc1 was read as ATG4B inhibitor 3, SENP6 block -10, MPTP inh 0.6, HKDC1 inhibitor -3, SENP8 block -10, NR3A LBD binder -5, PfGluPho inh -13 and SENP7 inh -3.
For CC(=O)NC(CCS(C)(=O)=O)C(=O)Nc1ccc(C)c(F)c1 (stereo not drawn) the results were ATG4B inhibitor 5, SENP6 block -10, MPTP inh 0.4, HKDC1 inhibitor -7, SENP8 block 25, NR3A LBD binder 1, PfGluPho inh -17 and SENP7 inh -1.
For Cc1ccc(-n2nnnc2Sc2ccc(S(=O)(=O)NCCN(C)C)cc2[N+](=O)[O-])cc1 the results were ATG4B inhibitor -3, MPTP inh -0.3, HKDC1 inhibitor 21, SENP8 block 28, NR3A LBD binder 0 and PfGluPho inh 0.
For Cc1ccc(C)c(OCC(=O)NCCNC(=O)COc2cc(C)ccc2C)c1 the results were ATG4B inhibitor -18, SENP6 block 9, MPTP inh 4.2, HKDC1 inhibitor -3, SENP8 block 10, NR3A LBD binder 0, PfGluPho inh 14 and SENP7 inh 0.
Cc1ccc(S(=O)(=O)Nc2cccc(C(=O)N3CCC(C(N)=O)CC3)c2)cc1 was read as ATG4B inhibitor 1, SENP6 block 6, MPTP inh 0.6, HKDC1 inhibitor -4, SENP8 block 7, NR3A LBD binder -1, PfGluPho inh -8 and SENP7 inh 3.
`O=C(OCc1ccccc1C(F)(F)F)c1cc([N+](=O)[O-])ccc1N1CCOCC1` gave ATG4B inhibitor 6, SENP6 block 1, MPTP inh -0.9, HKDC1 inhibitor -4, SENP8 block 14, NR3A LBD binder -13, PfGluPho inh 19 and SENP7 inh -7.
For C#CCNC(=O)C1=C[C@H](c2ccc(Br)cc2)C[C@H](OCc2ccc(CO)cc2)O1 the results were ATG4B inhibitor -8, SENP6 block -14, MPTP inh -0.2, HKDC1 inhibitor 1, SENP8 block 3, NR3A LBD binder -4, PfGluPho inh 4 and SENP7 inh -1.
For COc1ccnc(Nc2ccc(C)c(C)c2)c1C#N the results were ATG4B inhibitor -1, SENP6 block -9, MPTP inh 0.2, HKDC1 inhibitor 0, SENP8 block 12, NR3A LBD binder 0, PfGluPho inh -21 and SENP7 inh -4.
`CCc1ccccc1NC(=O)CNC(=O)c1cccc(S(=O)(=O)N2CCN(Cc3ccccc3)CC2)c1` gave ATG4B inhibitor 0, SENP6 block 2, MPTP inh -0.9, HKDC1 inhibitor 3, SENP8 block 10, NR3A LBD binder -5, PfGluPho inh -2 and SENP7 inh -6.
Cc1cc(Nc2ccccc2C(=O)O)n(-c2cccc(Cl)c2)n1 was read as ATG4B inhibitor 2, SENP6 block -9, MPTP inh 6.2, HKDC1 inhibitor 5, SENP8 block 9, NR3A LBD binder 1, PfGluPho inh -19 and SENP7 inh -1.
For COc1ccc(C(CNC(=O)COc2ccccc2-c2ccccc2)N2CCOCC2)cc1 (stereo not drawn) the results were ATG4B inhibitor -1, SENP6 block -12, MPTP inh 0.0, HKDC1 inhibitor 2, SENP8 block 9, NR3A LBD binder -1, PfGluPho inh 3 and SENP7 inh 1.

Reprinted at random: 3 compounds from above
`CCc1ccccc1NC(=O)CNC(=O)c1cccc(S(=O)(=O)N2CCN(Cc3ccccc3)CC2)c1` gave ATG4B inhibitor 0, SENP6 block 2, MPTP inh -0.9, HKDC1 inhibitor 3, SENP8 block 10, NR3A LBD binder -5, PfGluPho inh -2 and SENP7 inh -6.
For CC(=O)NC(CCS(C)(=O)=O)C(=O)Nc1ccc(C)c(F)c1 (stereo not drawn) the results were ATG4B inhibitor 5, SENP6 block -10, MPTP inh 0.4, HKDC1 inhibitor -7, SENP8 block 25, NR3A LBD binder 1, PfGluPho inh -17 and SENP7 inh -1.
For Cc1ccc(-n2nnnc2Sc2ccc(S(=O)(=O)NCCN(C)C)cc2[N+](=O)[O-])cc1 the results were ATG4B inhibitor -3, MPTP inh -0.3, HKDC1 inhibitor 21, SENP8 block 28, NR3A LBD binder 0 and PfGluPho inh 0.

(cont.)
`Cc1cccc(N2CC(C(=O)Nc3ccc(S(=O)(=O)N4CCCCC4)cc3)CC2=O)c1C` (stereo not drawn) gave ATG4B inhibitor -8, SENP6 block 5, MPTP inh -0.5, HKDC1 inhibitor 7, SENP8 block 10, NR3A LBD binder -12, PfGluPho inh 23 and SENP7 inh 6.
CC(C)NC(=O)NC(=O)CSc1nncs1 was read as ATG4B inhibitor 3, SENP6 block -29, MPTP inh 0.7, HKDC1 inhibitor -12, SENP8 block 0, NR3A LBD binder -1, PfGluPho inh 5 and SENP7 inh -4.
`NC(=O)C1CCN(C(=O)/C(=C/c2ccccc2)NC(=O)c2ccccc2)CC1` gave ATG4B inhibitor 2, SENP6 block -4, MPTP inh -0.9, HKDC1 inhibitor -5, SENP8 block 11, NR3A LBD binder 1, PfGluPho inh -14 and SENP7 inh 10.
Cc1c(OCc2nn[nH]n2)ccc2c(-c3ccccc3)cc(=O)oc12 was read as ATG4B inhibitor -5, SENP6 block -8, MPTP inh 1.8, HKDC1 inhibitor 5, SENP8 block -36, NR3A LBD binder 2, PfGluPho inh -36 and SENP7 inh 4.
Screening CSc1ccccc1NC(=O)COc1ccc(Cl)cc1 returned ATG4B inhibitor 5, SENP6 block 14, MPTP inh 0.5, HKDC1 inhibitor -11, SENP8 block 15, NR3A LBD binder 0, PfGluPho inh 6 and SENP7 inh 7.
Cc1ccc(S(=O)(=O)N(C)c2nonc2C)cc1 was read as ATG4B inhibitor 4, SENP6 block -3, MPTP inh 10, HKDC1 inhibitor -2, SENP8 block 11, NR3A LBD binder 2, PfGluPho inh 13 and SENP7 inh 4.
`COc1cccc2cc(C(=O)N3C(C)CCCC3C)c(=O)oc12` (stereo not drawn) gave ATG4B inhibitor -7, SENP6 block 5, MPTP inh 0.2, HKDC1 inhibitor -7, SENP8 block -1, NR3A LBD binder -6, PfGluPho inh 6 and SENP7 inh -6.
Screening CC1CCC(NC(=O)c2cccc(S(=O)(=O)N3CCN(c4ccc(F)cc4)CC3)c2)CC1 (stereo not drawn) returned ATG4B inhibitor 2, SENP6 block -1, MPTP inh 1.2, HKDC1 inhibitor -6, SENP8 block 1, NR3A LBD binder 2, PfGluPho inh 0 and SENP7 inh -9.
O=C(Nc1ccc(OC(F)(F)F)cc1)C1CCCN(S(=O)(=O)c2cnc[nH]2)C1 (stereo not drawn) was read as ATG4B inhibitor -4, SENP6 block -2, MPTP inh -2.1, HKDC1 inhibitor -2, SENP8 block 4, NR3A LBD binder 1, PfGluPho inh 17 and SENP7 inh -2.
COC(=O)CN(C)C(=O)c1ccc2nc(Cc3cccc(Cl)c3)oc2c1 was read as ATG4B inhibitor -4, SENP6 block -1, MPTP inh 3.2, HKDC1 inhibitor -5, SENP8 block 20, NR3A LBD binder -1, PfGluPho inh -8 and SENP7 inh -12.
Screening Cc1ccc(S(=O)(=O)N(C)C)cc1NC(=S)NCCCn1ccnc1 returned ATG4B inhibitor -8, SENP6 block -7, MPTP inh -0.8, HKDC1 inhibitor -4, SENP8 block 10, NR3A LBD binder -1, PfGluPho inh 3 and SENP7 inh -4.
For CCOc1ccc(C(=O)Nc2ccc(NC(=O)c3cccs3)cc2)cc1[N+](=O)[O-] the results were ATG4B inhibitor -10, SENP6 block 1, MPTP inh 2.6, HKDC1 inhibitor -16, SENP8 block 14, NR3A LBD binder 28*, PfGluPho inh -12 and SENP7 inh 5.
Screening CCOC(=O)CSc1nnc(-c2ccco2)n1C returned ATG4B inhibitor 19, SENP6 block 4, MPTP inh -2.1, HKDC1 inhibitor -7, SENP8 block 6, NR3A LBD binder 2, PfGluPho inh -8 and SENP7 inh -2.
For CCOC(=O)c1ccc(N2C(=O)CC(Nc3ccc(CCO)cc3)C2=O)cc1 (stereo not drawn) the results were ATG4B inhibitor 2, SENP6 block 2, MPTP inh 1.1, HKDC1 inhibitor 1, SENP8 block 15, NR3A LBD binder -3, PfGluPho inh -1 and SENP7 inh 6.
Cc1cc(N2CCN(c3nc(-c4ccccc4)cs3)CC2)c2ccccc2n1 was read as ATG4B inhibitor 1, SENP6 block 0, MPTP inh 3.5, HKDC1 inhibitor 0, SENP8 block 3, NR3A LBD binder 0, PfGluPho inh 23 and SENP7 inh 4.
Screening COc1ccc(/C(N)=N/OC(=O)c2ccc(C)c([N+](=O)[O-])c2)cc1OC returned ATG4B inhibitor -5, SENP6 block 5, MPTP inh -13, HKDC1 inhibitor -7, SENP8 block 21, NR3A LBD binder -3, PfGluPho inh -22 and SENP7 inh -7.
For CCCCN(C(=O)c1ccc([N+](=O)[O-])o1)c1c(N)n(CC(C)C)c(=O)[nH]c1=O the results were ATG4B inhibitor 2, SENP6 block -9, MPTP inh 0.4, SENP8 block -56, NR3A LBD binder 1 and SENP7 inh -4.
For Cc1nnc(SCc2ccon2)n1-c1ccccc1 the results were ATG4B inhibitor 7, SENP6 block -4, MPTP inh -1.4, HKDC1 inhibitor -10, SENP8 block 14, NR3A LBD binder 2, PfGluPho inh -7 and SENP7 inh 0.
`COc1ccc(OC)c(CNC(=O)C2CCCN(S(=O)(=O)N3CC(C)CC(C)C3)C2)c1` (stereo not drawn) gave ATG4B inhibitor 11, SENP6 block -25, MPTP inh 0.1, HKDC1 inhibitor -3, SENP8 block -9, NR3A LBD binder 1, PfGluPho inh -11 and SENP7 inh -5.
O=[N+]([O-])c1ccc(OCCOCCOc2ccc([N+](=O)[O-])cc2)cc1 was read as ATG4B inhibitor -9, SENP6 block -19, MPTP inh 6.5, HKDC1 inhibitor -4, SENP8 block -6, NR3A LBD binder 2, PfGluPho inh -3 and SENP7 inh -8.
Cc1noc(C)c1S(=O)(=O)N1CCCC(C(=O)NCCc2ccccc2)C1 (stereo not drawn) was read as ATG4B inhibitor 1, SENP6 block -11, MPTP inh 0.2, HKDC1 inhibitor -4, SENP8 block 24, NR3A LBD binder 0, PfGluPho inh -11 and SENP7 inh 3.
For O=C(CN1CCN(c2ccccn2)CC1)Nc1nc2ccccc2s1 the results were ATG4B inhibitor -4, SENP6 block -8, MPTP inh 0.2, HKDC1 inhibitor -2, SENP8 block 5, NR3A LBD binder -5, PfGluPho inh 8 and SENP7 inh 1.
For O=C(CCS(=O)(=O)c1ccccc1)Nc1ccc(-c2nc3ccccc3s2)cc1 the results were ATG4B inhibitor -8, SENP6 block 1, MPTP inh 14, HKDC1 inhibitor -6, SENP8 block -388, NR3A LBD binder 4, PfGluPho inh 10 and SENP7 inh 5.
For CCOC(=O)c1ccc(NC(=O)c2nc[nH]c2C(=O)NCCCNC(=O)c2[nH]cnc2C(=O)Nc2ccc(C(=O)OCC)cc2)cc1 the results were ATG4B inhibitor -11, SENP6 block 10, MPTP inh -0.8, HKDC1 inhibitor 2, SENP8 block 6, NR3A LBD binder -5, PfGluPho inh 3 and SENP7 inh 3.
Screening COC(=O)C1=CN(C2CCCCC2)C=C(C(=O)OC)C1c1ccc2c(c1)OCO2 returned ATG4B inhibitor -15, SENP6 block -12, MPTP inh 0.3, HKDC1 inhibitor -3, SENP8 block -384, NR3A LBD binder -1, PfGluPho inh 6 and SENP7 inh 8.
CC(=O)c1ccc(NC(=O)CC2S/C(=N/N=C3CCCCCC3)NC2=O)cc1 (stereo not drawn) was read as ATG4B inhibitor -13, SENP6 block 1, MPTP inh 0.6, HKDC1 inhibitor 0, SENP8 block 0, NR3A LBD binder -5, PfGluPho inh -5 and SENP7 inh -8.
`CN(C)S(=O)(=O)c1cccc(NC(=O)COc2ccc3ccccc3c2)c1` gave ATG4B inhibitor -19, SENP6 block 13, MPTP inh -0.9, HKDC1 inhibitor 1, SENP8 block 9, NR3A LBD binder -5, PfGluPho inh 22 and SENP7 inh 11.

Screening results from PubChem.
